High-throughput results from PubChem BioAssay.
GCN5L2 inh: GCN5L2 (KAT2A) acetyltransferase inhibition; Q92830; GCN5L2 HAT assay, ThioGlo1 CoA-SH fluorescence; Potency, µM (series often up to 58.9 µM), for inactives: at the highest dose activity change, negative = inhibition, most hits filed as inhibitors; 390,000 compounds, 0.21% hits; AID 504327
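Preincubate 20nM GCN5L2 with compound 15 min, RT → add 50uM ThioGlo1 + 75uM H3(1-25) + 70uM acetyl-CoA → read fluorescence 0 and 20 min. Primary qHTS; fluorescent artifacts likely.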
FEN1 inhibitor: inhibitors of human flap endonuclease 1; Potency, µM (series often up to 114 µM), inactives show at the top dose activity change, negative = inhibition, most hits filed as inhibitors; P39748; AID 588795; Recombinant FEN1 flap cleavage, fluorescence, 15 min; 390,000 compounds, 0.35% hits; further: nearly all actives have a fitted effect of over 65% in size
Target sequence (P39748 whole entry, looked up): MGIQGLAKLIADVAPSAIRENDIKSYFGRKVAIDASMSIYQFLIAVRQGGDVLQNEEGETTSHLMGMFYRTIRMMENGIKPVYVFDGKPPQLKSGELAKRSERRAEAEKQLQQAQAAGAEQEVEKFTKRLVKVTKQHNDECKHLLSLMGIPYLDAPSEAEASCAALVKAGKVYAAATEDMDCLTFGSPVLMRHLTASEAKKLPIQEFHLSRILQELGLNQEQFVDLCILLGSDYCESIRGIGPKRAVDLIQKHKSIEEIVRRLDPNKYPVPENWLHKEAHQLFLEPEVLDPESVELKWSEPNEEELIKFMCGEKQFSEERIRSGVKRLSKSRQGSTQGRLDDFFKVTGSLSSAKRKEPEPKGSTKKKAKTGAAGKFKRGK
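Reaction started by adding substrate (50 nM final) to 10 nM enzyme after 15 min room-temperature compound preincubation. Reads at 0 and 15 min, with data normalized and fitted to a four-parameter Hill equation.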
N370S GC mod: inhibits or activates N370S mutant glucocerebrosidase. 330,000 compounds, 0.092% hits. AID 2101. P04062. N370S GC spleen homogenate, 4MU-glucoside fluorescence. Potency, µM (doses to about 59.4 µM), without a hit: at the highest dose activity change, negative = inhibition, usual class: inhibitors;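 further: 0% = full enzyme activity and -100% = no enzyme basal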
Active calls of the source: *; ? = inconclusive; nt = not tested or not shown; & = joins results of further samples; [ ] = remark or other dose. The call rests on the fitted dose curve; in most records, active means well fitted curve in the direction sought with a large enough effect; inconclusive means small, poorly fitted or top-dose-only effect, or another doubt; inactive means no such curve, though single readings can be large; an effect the other way counts as inactive or inconclusive. Unless noted, on the % scale 0 is the no-effect control and ±100 the full control effect; potency means the concentration at half of the fitted maximal effect. An excerpt; count on the stated rates, not on these rows.

SMILES	GCN5L2 inh	FEN1 inhibitor	N370S GC mod
CC1(c2ccccc2)CC(C)(C)n2c(O)c(C3=NC(=S)NC3=O)c3cccc1c32 (stereo unspecified)	-1%	-4%	-5%
N/C(=N\OC(=O)CSc1ccccc1)c1cccc([N+](=O)[O-])c1	-3%	-23%	4%
O=C(/C=C/c1ccc([N+](=O)[O-])o1)NNC(=O)c1ccc(F)cc1	-4%	9%	-4%
CSCC[C@H](NC(=O)N1CCn2c1nc1ccccc12)C(=O)N[C@@H](C(=O)O)c1ccccc1	-4%	-1%	-7%
Cc1cc(C)c(C(=O)Nc2ccc(S(=O)(=O)Nc3ccccn3)cc2)c(C)c1	2%	-9%	-4%
COc1ccccc1CNC(=O)C(C)n1ccc2cc(S(=O)(=O)N3CCCC3)ccc21 (stereo unspecified)	-2%	-5%	nt
O=C(CN1C(=O)COc2ccc(S(=O)(=O)N3CCCCCC3)cc21)N1CCN(c2ccccc2F)CC1	-1%	6%	nt
CCN(c1ccccc1)S(=O)(=O)c1ccc(Cl)c(C(=O)OCC(=O)NC(=O)C(C)C)c1	-13%	3%	-9%
O=C(Nc1sc2c(c1C(=O)O)CCCC2)c1cccc(Cl)c1	-2%	?	1%
O=C(c1cccc([N+](=O)[O-])c1)c1ccc2[nH]c(=O)[nH]c2c1	-8%	-2%	1%
COCc1[nH]nc2c1C(c1ccsc1)C(C#N)=C(N)O2 (stereo unspecified)	-3%	-14%	1%
O=C(COc1ccc2ccccc2c1)Nc1cccc2c1C(=O)NC2=O	-11%	nt	6%
Cc1cc(C)nc(SCC(=O)Nc2nonc2N)n1	15%	-2%	3%
CC(C)CC1(C)NC(=O)N(CC(=O)N2C(C)CCCC2C)C1=O (stereo unspecified)	-1%	16%	nt
COc1ccc(Nc2ncc(C(=O)O)c3ccccc23)cc1	-6%	-16%	-5%
O=C(CCCCCCN1C(=O)c2ccccc2C1=O)N1CCC(c2ccccc2)C1 (stereo unspecified)	-9%	3%	5%
Cc1cc(NC(=O)c2ccccc2C)ccc1NC(=O)c1ccccc1Cl	-6%	-5%	-3%
COc1ccc(C2(CNC(=O)c3ccc(OCC(C)C)cc3)CCOCC2)cc1	1%	2%	9%
Cc1cc(C(=O)NCc2ccco2)sc1C	-2%	19%	nt
Cc1c(NC(=O)Nc2ccc(Cl)cc2)c(=O)n(-c2ccccc2)n1C	?	8%	0%
COc1ccc(C2=Nn3c(nnc3-c3ccccc3F)SC2)cc1OC1CCCC1	0%	?	nt
Cc1cccc(CNC(=O)c2ccc(NC(=O)N3CCSc4ccccc43)cc2)c1	-3%	6%	nt
Cc1ccc2sc(N(CCN(C)C)C(=O)/C=C/c3cccs3)nc2c1C	-1%	21%	-20%
CC1CCc2c(sc3nc(CN4CCOCC4)nc(Sc4ccccc4)c23)C1 (stereo unspecified)	0%	0%	15%
CC1(C)CC(=O)C2=C(C1)O[C@@]1(CCCCN3C(=O)c4ccccc4C3=O)Cc3ccccc3C2O1	1%[12.7 µM]	nt	-4%[12.8 µM]
COc1ccc(Cn2c(=S)[nH]c3cc(OC)c(OC)cc3c2=O)cc1	-1%	-3%	10%
COc1ccc(CCC(=O)OCC(=O)Nc2ccccc2)cc1	-14%	-1%	-5%
COc1cc2c(cc1OC)C(C)N(S(=O)(=O)c1cn(C)c(C)n1)CC2 (stereo unspecified)	-3%	-3%	4%
Cc1ccc(SCc2[nH]nc3c2C(c2ccco2)C(C#N)=C(N)O3)cc1 (stereo unspecified)	-16%	1%	-1%
COC(=O)C1=C(C)N(C)C(C)=C(C(=O)OC)C1c1ccccn1	-12%	-1%	6%

Shown as comma-separated lines: part of the list above
compound,GCN5L2 inh,FEN1 inhibitor,N370S GC mod
COc1ccc(C2(CNC(=O)c3ccc(OCC(C)C)cc3)CCOCC2)cc1,1%,2%,9%
Cc1cc(C(=O)NCc2ccco2)sc1C,-2%,19%,nt
Cc1c(NC(=O)Nc2ccc(Cl)cc2)c(=O)n(-c2ccccc2)n1C,?,8%,0%
COc1ccc(C2=Nn3c(nnc3-c3ccccc3F)SC2)cc1OC1CCCC1,0%,?,nt
Cc1cccc(CNC(=O)c2ccc(NC(=O)N3CCSc4ccccc43)cc2)c1,-3%,6%,nt
Cc1ccc2sc(N(CCN(C)C)C(=O)/C=C/c3cccs3)nc2c1C,-1%,21%,-20%
CC1CCc2c(sc3nc(CN4CCOCC4)nc(Sc4ccccc4)c23)C1 (stereo unspecified),0%,0%,15%
CC1(C)CC(=O)C2=C(C1)O[C@@]1(CCCCN3C(=O)c4ccccc4C3=O)Cc3ccccc3C2O1,1%[12.7 µM],nt,-4%[12.8 µM]
COc1ccc(Cn2c(=S)[nH]c3cc(OC)c(OC)cc3c2=O)cc1,-1%,-3%,10%
COc1ccc(CCC(=O)OCC(=O)Nc2ccccc2)cc1,-14%,-1%,-5%
COc1cc2c(cc1OC)C(C)N(S(=O)(=O)c1cn(C)c(C)n1)CC2 (stereo unspecified),-3%,-3%,4%
Cc1ccc(SCc2[nH]nc3c2C(c2ccco2)C(C#N)=C(N)O3)cc1 (stereo unspecified),-16%,1%,-1%
COC(=O)C1=C(C)N(C)C(C)=C(C(=O)OC)C1c1ccccn1,-12%,-1%,6%

Continued.
SMILES	GCN5L2 inh	FEN1 inhibitor	N370S GC mod
Cc1ncc2c(c1OC(=O)c1ccc([N+](=O)[O-])cc1)COC(C)(C)OC2	-1%	-1%	-26%
Cc1ccc(C)c(NC(=O)Cn2nc(C(F)(F)F)cc2C2CC2)c1	1%	1%	-9%
COCCNC(=O)C(c1ccc(O)cc1)N(Cc1ccccc1)C(=O)CCC(=O)Nc1ccccn1 (stereo unspecified)	-7%	1%	-15%
CCCCc1cc(=O)oc2cc(OC3CCCCC3=O)ccc12 (stereo unspecified)	-4%	20%	10%
O=C(/C=C/c1ccc(Br)cc1)c1ccco1	-2%	-1%	0%
CCCCCCCCCCC/C=C\C(C)(C)/C=C\CCCC(=O)O	7.9µM*	nt	-1%&7%&-9%
C=CCN1C(=O)C(Cc2ccccc2)SC1=Nc1ccc(C(=O)O)cc1 (stereo unspecified)	17%	-8%	13%
Cc1nn(C(C)C(=O)NCCN2CCCCCC2)c(=O)c2nn(-c3ccccc3)c(C)c12 (stereo unspecified)	-4%	-13%	-16%
Cc1ccc(N(C(=O)CCC(=O)Nc2cc(C)on2)C(C(=O)NC2CCCC2)c2cccs2)cc1 (stereo unspecified)	-4%	-20%	0%
CCCN1C(=O)SC(CC(=O)Nc2cccc3ccccc23)C1=O (stereo unspecified)	-7%	9%	1%
O=C(CCC(=O)N1CCCC1)Nc1ccc(Cl)c(Cl)c1	-11%	15%	2%
Cc1cccc(-n2c(=O)c3c(c4cc(C)ccc4n3C)n(CC(=O)NCC3CCCO3)c2=O)c1 (stereo unspecified)	0%	0%	nt
Cc1ccc([N+](=O)[O-])cc1N/C=C/C(=O)c1ccco1	-5%	3%	-7%
CCn1c(SCC(=O)N(C)CC(=O)Nc2ccc(F)c(F)c2F)nnc1-c1ccco1	0%	1%	-3%
CC(=O)Nc1c(C)nn(-c2ccccc2)c1N1CCC(C(=O)NCc2cccc(Cl)c2)CC1	-12%	-8%	nt
O=C(Nc1nccs1)C1CC(=O)N(Cc2ccco2)C1 (stereo unspecified)	3%	3%	2%
COc1ccc(-n2nc(C(=O)N3CCCC(C)C3)c3c4ccccc4n(C)c3c2=O)cc1Cl (stereo unspecified)	-6%	-20%	nt
COc1ccccc1CCNC(=O)C(=O)c1cn(CC(=O)N2CCCC2)c2ccccc12	-6%	-2%	-2%
CCC(C)[C@@H](N)C(=O)N/N=C/c1ccc2ncccc2c1 (stereo partly specified)	-6%	-2%	3%
CCOc1ccc(CN2CCN(Cc3cccn3-c3nccs3)CC2CCO)cc1 (stereo unspecified)	2%	3%	0%
COc1cc([N+](=O)[O-])ccc1NC(=O)COC(=O)c1ccc(NC(N)=O)cc1	-7%	?	6%
NS(=O)(=O)c1ccccc1NC(=O)c1c(O)c2ccccc2[nH]c1=O	-6%	-4%	-6%
Cc1ccc(-c2noc(C(C)NC(=O)c3ccco3)n2)cc1 (stereo unspecified)	-6%	-10%	nt
CCOC(=O)c1[nH]c2ccccc2c1NC(=O)c1cc(OCC)c(OCC)c(OCC)c1	-3%	-3%	nt
Cc1cccc2cc(C(c3nnnn3C3CCCC3)N3CCOCC3)c(=O)[nH]c12 (stereo unspecified)	-6%	-5%	1%
CCC(=O)c1ccc(OC(=O)C2CCN(C3=NS(=O)(=O)c4ccccc43)CC2)cc1	2%	4%	nt
Nc1nonc1-n1nnc(C(=O)N/N=C/C=C/c2ccccc2)c1CSC1=NCCS1	-7%	-10%	-3%
Cc1ccc(CS(=O)Cc2ccc(C(=O)NCc3ccc4c(c3)OCO4)o2)cc1 (stereo unspecified)	-2%	-15%	-9%
COc1ccc(C2(N3CCN(c4cc(C)ccc4C)CC3)C(=O)c3ccccc3C2=O)cc1	-3%	-25%	nt
Cc1c(C)c2cc(Cl)c(OCc3nn[nH]n3)cc2oc1=O	-19%	-20%	-4%
Cc1ccc(-n2nc3c(c2NC(=O)c2ccc4c(c2)OCO4)CS(=O)C3)cc1 (stereo unspecified)	1%	7%	4%
COc1ccccc1N1CCN(C(=O)c2ccc3c(c2)CCN3S(C)(=O)=O)CC1	-3%	-3%	-1%
CCc1sc(C(=O)NC2CCN(C)CC2)cc1Br	-18%	34%[activator]	-29%
CCCOc1cccc(-c2cc(C(=O)NNC(=S)NCC)c3ccccc3n2)c1	0%	-5%	10%
CCOc1ccc(C(=O)CCC(=O)O)cc1	-13%	2%	18%
FC(F)(F)c1cccc(Sc2cc(C(F)(F)F)nc(-c3ccccn3)n2)c1	-6%	-22%	10%
C[C@]12c3[nH]c4cc(-c5ccco5)ccc4c3CCN1C(=O)[C@@H](CC(=O)NCCc1ccccn1)C[C@@H]2C(=O)N1CCOCC1	-8%	14%	nt
CCOC(=O)c1sc2ccccc2c1S(=O)(=O)Nc1cccc(C(F)(F)F)c1	-27%	-10%	nt
O=C1c2ccccc2-c2c1cccc2C(=O)N1CCCCCC1	-2%	15%	-6%
Cc1cccc(C(=O)OCc2cc(=O)n3nc(-c4cccs4)sc3n2)c1	1%	-14%	nt
Cc1cccc(-n2c(SCC(=O)Nc3nonc3C)nnc2-c2ccoc2C)c1	-12%	-12%	0%
COc1cc2c(cc1OC)C(C)N(C(=O)c1cccs1)CC2 (stereo unspecified)	2%	6%	15%
O=C(Cn1c(=O)n(Cc2ccccc2)c(=O)c2sc3ccccc3c21)Nc1ccc(F)cc1	4%	3%	nt
C[C@@H]1NC(=O)[C@H](CCCN=C(N)N)NC(=O)c2cc([N+](=O)[O-])cc(I)c2OCC[C@@H](C(=O)NC(CC(=O)O)C(N)=O)NC1=O (stereo partly specified)	-3%	nt	27%
CC(=O)c1cc(CN2CCCCC2)cc(OC(C)C)c1	0%	6%	-2%
O=C(CSC1=Nc2ccccc2N=C(c2ccc(F)cc2)C1)NCc1ccccc1	-11%	5%	nt
C=CCSc1ncc(C#N)c(N)n1	-6%	4%	1%
CCNC(=O)c1sccc1-n1cccc1	0%	-2%	7%
CCOc1ccc(-c2nc(CCl)cs2)cc1OC	1%	1%	-1%
Brc1ccccc1-c1nnc(SCc2nc3ccccc3s2)o1	-5%	-18%	16%

New compounds follow
SMILES	GCN5L2 inh	FEN1 inhibitor	N370S GC mod
O=C(c1ccccc1)N1CCN(C2CC(=O)N(CCc3ccccc3)C2=O)CC1 (stereo unspecified)	1%	1%	2%
O=C(Nc1cccc(O)c1)c1cc(-c2cccs2)on1	-6%	5%	1%
COc1ccccc1NS(=O)(=O)c1ccc(N/N=C/c2ccccc2OCC(=O)O)c([N+](=O)[O-])c1	-26%	?	1%
N/C(CN1CCCC1=O)=N\OC(=O)c1ccc(Cl)c(Cl)c1	3%	8%	-3%
COc1ccc(NC(=O)C2CC2)cc1NS(=O)(=O)c1ccc(F)cc1	-13%	9%	-4%
CCc1ccc(NC(=O)CCNC(=O)Cn2ccc3ccccc3c2=O)cc1	-1%	0%	1%
CC(C)CCNC(=O)CN(Cc1cccs1)C(=O)CCC(=O)Nc1nccs1	-2%	-1%	5%
O=C(NCCN1CCOCC1)c1cc([N+](=O)[O-])cc([N+](=O)[O-])c1	?	7%	-9%
O=C(O)c1cc(-n2nnnc2SCc2ccc([N+](=O)[O-])cc2)ccc1Cl	2%	6%	-8%
Cc1ccc(-n2nnnc2C(=Cc2ccc(N(C)C)cc2)c2nnnn2-c2ccc(C)cc2)cc1	-11%	13%	-6%
CCOC(=O)c1oc2ccccc2c1NC(=O)COC	-5%	-3%	5%
O=[N+]([O-])c1cc(S(=O)(=O)C(F)(F)F)ccc1NCC1CCCO1 (stereo unspecified)	1%	46%	-2%
COC(=O)C1=C(C)N(c2ccc(OC)c(OC)c2)C(=O)/C1=C\c1cccs1	-1%	-1%	-17%
CC(C)c1ccc(NC2CCCN(C(=O)CN3CCOC3=O)C2)cc1 (stereo unspecified)	?	2%	-8%
CC(C)C(NS(=O)(=O)c1cccc(C(F)(F)F)c1)C(=O)N1CCc2ccccc2C1 (stereo unspecified)	-10%	-16%	-12%
